# Screening results (PubChem BioAssay)
# M1 antag: human M1 muscarinic receptor antagonists, primary screen, CHO-K1 cells, Fluo-8 calcium fluorescence, 1536-well | inhibition, % at 3 µM | CHO-K1 hM1, ACh EC80 antagonist | Muscarinic acetylcholine receptor M1 (Homo sapiens), P11229 | 360,000 compounds, 1.3% hits;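 active = percent inhibition above its own plate's cutoff, namely the mean of that plate's compound wells plus 3 SD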;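 also: peak over basal fluorescence ratio during 140 s after agonist addition; 0% = ACh EC80 plus DMSO and 100% = DMSO alone without agonist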
# M5 antag: human M5 muscarinic receptor antagonists, primary screen, CHO cells, Fluo-8 calcium fluorescence; Muscarinic acetylcholine receptor M5 (Homo sapiens), P08912; CHO-hM5 cells, ACh EC80; inhibition, % at 3 µM; 360,000 compounds, 0.59% hits; AID 624040, 2012;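 active = inhibition above a per-plate cutoff, the mean of that plate's test compounds plus 3 SD, cut at about 27% in these data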;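 also: 0% = acetylcholine EC80 with DMSO and 100% = DMSO without agonist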
# Target sequence (P08912 whole entry, looked up): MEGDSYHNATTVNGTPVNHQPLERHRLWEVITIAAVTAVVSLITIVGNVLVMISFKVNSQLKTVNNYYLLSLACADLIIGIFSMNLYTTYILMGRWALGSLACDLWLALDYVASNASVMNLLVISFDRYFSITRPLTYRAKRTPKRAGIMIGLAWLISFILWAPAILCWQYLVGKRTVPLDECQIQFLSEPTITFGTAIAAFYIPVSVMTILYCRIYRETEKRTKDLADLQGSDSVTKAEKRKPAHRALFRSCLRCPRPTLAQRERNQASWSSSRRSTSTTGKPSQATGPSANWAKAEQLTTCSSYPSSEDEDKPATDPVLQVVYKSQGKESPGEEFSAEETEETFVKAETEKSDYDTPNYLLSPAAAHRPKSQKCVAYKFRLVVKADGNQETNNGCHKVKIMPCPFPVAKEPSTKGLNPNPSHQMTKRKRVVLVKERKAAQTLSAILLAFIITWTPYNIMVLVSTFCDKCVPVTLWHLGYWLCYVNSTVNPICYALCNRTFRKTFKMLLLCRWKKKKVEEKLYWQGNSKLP
# M5 ag: human M5 muscarinic receptor agonists, primary screen, CHO-K1 cells, Fluo-8 calcium fluorescence; CHO-K1 hM5 cells; 0% DMSO wells, 100% maximal acetylcholine response; activation, % at 3 µM; Muscarinic acetylcholine receptor M5 (Homo sapiens), P08912; AID 624037, 2012; 360,000 compounds, 0.19% hits;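 active = activation above the run's mean over test compounds plus 3 SD, cut at about 23% in these data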;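 also: signal is peak over basal fluorescence ratio across the kinetic read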
# CHRM1 PAM: human M1 muscarinic receptor positive allosteric modulators, primary screen, CHO-K1 cells, Fluo-8 calcium fluorescence, 1536-well; Muscarinic acetylcholine receptor M1 (Homo sapiens), P11229; CHO-K1 hM1, ACh EC20; 0% = ACh EC20, 100% = maximal ACh; activation, % at 3 µM; 360,000 compounds, 0.088% hits; AID 588819, 2011; in the data active = activation above about 19%, passing the limit was not always enough
# CRFR2-BP ag: agonists of CRF-BP/CRF-R2 complex, primary screen, cell-based, HEK293, calcium dye fluorescence, uHTS | CRF-binding protein / CRF receptor 2 complex (human) | calcium dye fluorescence (FLIPR); percent of saturating CRF peptide response | activation, % at 13.2 µM | 350,000 compounds, 0.46% hits;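 active = activation of at least 50%, plus an integration ratio under a set limit after plate pattern correction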;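 also: plate controls were neutral control wells without compound for no effect and CRF at EC100 for full effect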
# CHRM4 PAM: human M4 muscarinic receptor positive allosteric modulators, primary screen, CHO-K1 cells, Fluo-8 calcium fluorescence | 360,000 compounds, 0.4% hits | AID 624126, 2012 | Muscarinic acetylcholine receptor M4 (Homo sapiens), P08173 | CHO-K1 hM4/Gqi5, ACh EC20; 0% = ACh EC20, 100% = maximal ACh | activation, % at 3 µM;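 active = activation above its plate's cutoff, the mean activation of sample wells plus 3 SD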; also: some results filed as inactive read as strong as hits
# Target sequence (P08173 whole entry, looked up): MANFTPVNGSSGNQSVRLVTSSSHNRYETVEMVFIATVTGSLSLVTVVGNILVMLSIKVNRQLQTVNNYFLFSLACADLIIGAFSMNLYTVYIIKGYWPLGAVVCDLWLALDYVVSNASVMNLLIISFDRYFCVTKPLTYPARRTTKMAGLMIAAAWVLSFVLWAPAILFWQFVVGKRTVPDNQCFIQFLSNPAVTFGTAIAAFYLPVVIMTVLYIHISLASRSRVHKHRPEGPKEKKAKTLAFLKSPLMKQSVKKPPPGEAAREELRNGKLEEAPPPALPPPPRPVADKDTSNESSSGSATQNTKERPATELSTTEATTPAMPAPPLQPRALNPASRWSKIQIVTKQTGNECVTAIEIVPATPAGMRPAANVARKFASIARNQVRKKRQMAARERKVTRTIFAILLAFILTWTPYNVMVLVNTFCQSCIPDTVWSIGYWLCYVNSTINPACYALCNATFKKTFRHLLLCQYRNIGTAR
# CHRM4 antagonist: human M4 muscarinic receptor antagonists, primary screen, CHO cells, Fluo-8 calcium fluorescence; CHO-hM4 cells, ACh EC80; Muscarinic acetylcholine receptor M4 (Homo sapiens), P08173; 360,000 compounds, 0.73% hits; inhibition, % at 3 µM;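 active = inhibition above its plate's cutoff, the mean inhibition of sample wells plus 3 SD, cut at about 27% in these data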;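 also: 0% = acetylcholine EC80 with DMSO and 100% = DMSO without agonist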
# CHRM5 PAM: human M5 muscarinic receptor positive allosteric modulators, primary screen, CHO-K1 cells, Fluo-8 calcium fluorescence; CHO-K1 hM5, ACh EC20 PAM; 0% = ACh EC20, 100% = ACh EC100; activation, % at 3 µM; 360,000 compounds, 0.3% hits;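 active = activation above the run cutoff, the mean activation of all test compounds plus 3 SD, cut at about 18% in these data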
#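 Assay system: CHO-K1 hM5 cells. Also added: acetylcholine at EC20 concentration, added after compound. Dosing: 3 µM, single dose. Times: compound preincubation 140 s before EC20 acetylcholine addition. Signal: Fluo-8 calcium fluorescence. Measure: % activation relative to EC20 and EC100 ACh responses. Repeats: singlicate, one well per test compound.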
# M4 ag: human M4 muscarinic receptor agonists, primary screen, CHO-K1 cells, Fluo-8 calcium fluorescence; CHO-K1 hM4/Gqi5; vehicle 0%, full acetylcholine response 100%; activation, % at 3 µM; 360,000 compounds, 0.14% hits; AID 624127, 2012;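 active = activation above the run mean over all test wells plus 3 SD, cut at about 32% in these data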;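 also: peak over basal fluorescence ratio per well then scaled between controls; 0% = DMSO wells and 100% = acetylcholine at EC100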
# Active calls of the source: *; · = no result given.
SMILES,M1 antag,M5 antag,M5 ag,CHRM1 PAM,CRFR2-BP ag,CHRM4 PAM,CHRM4 antagonist,CHRM5 PAM,M4 ag
O=C1C2C3c4ccccc4C(c4ccccc43)C2C(=O)N1c1nc(-c2ccccc2)cs1 (centres undefined),-6,-7,-6,20*,1.0,6,-3,-9,0
Cc1ccc(NNC(=O)c2cc(C(C)(C)C)nn2Cc2ccccc2)cc1,22,5,-2,-6,-1.0,-26,-17,-6,-2
CC(C)NC(=S)n1cc(C(=O)c2cc(Cl)cc(Cl)c2O)cn1,-5,5,4,5,1.8,7,-9,-1,5
Cc1noc(NS(=O)(=O)c2ccc(NC(=O)c3oc4ccc(F)cc4c3C)cc2)c1C,-13,14,0,10,-0.4,-1,6,-6,0
O=C(Nc1ccccc1)c1nnsc1S(=O)c1ccc(Cl)cc1 (centres undefined),-7,7,16,0,10,-12,24,7,6
O=C(Cn1c(O)c(/C=C2\C=Nc3ccc(Br)cc32)sc1=O)N1CCCC1,3,15,-5,6,-1.4,0,-1,2,1
O=C1N=c2ccccc2=C1c1sc(=S)n(NC(=O)c2cccc(O)c2)c1O,31,12,0,-14,-12,-16,11,-19,8
CCOc1ccc(-c2noc(CCCC(=O)NC3CCCC3)n2)cc1OC,-2,16,1,1,-0.7,-12,14,0,1
CCOC(=O)C1=C(N)OC2=C(C(=O)CCC2)C1c1ccco1 (centres undefined),-6,4,-1,-3,-0.6,-2,12,-3,0
CC(C)CCSc1nc2[nH]ncc2c(=O)[nH]1,-2,-1,1,10,1.5,-3,-6,-2,2
CCc1cc2c(=O)[nH]c(N3CCCC3)nc2s1,1,-1,-1,0,0.8,5,5,1,1
CC(Sc1ccsc1[N+](=O)[O-])C(=O)NCCc1ccc(Cl)cc1 (centres undefined),-1,4,0,0,-2.5,1,-10,-6,4
Cc1ccc(C(=O)N/C(=C\c2cn(S(=O)(=O)N(C)C)c3ccccc23)C(=O)N2CCCC2)cc1,10,7,3,-2,-1.4,-2,-4,-4,11
CCN(CC)CCCN(CC(=O)N(C)Cc1ccccc1)C(=O)c1ccc([N+](=O)[O-])cc1,-3,9,-4,1,0.7,-1,-6,-5,1
COc1ccc(NC(=O)CS(=O)(=O)c2cn(CC(=O)N3CCOCC3)c3ccccc23)cc1,-11,-10,-2,10,-1.2,-12,-3,4,0
Cc1cc(S(=O)(=O)N2CCCC2)ccc1OCC(=O)N1CCC(C(N)=O)CC1,14,-9,-1,2,4.3,4,-8,1,1
O=[N+]([O-])c1cccc(Cl)c1CSc1ccccn1,-12,0,-5,5,-0.8,-6,1,-5,1
O=C(CSC1=NS(=O)(=O)c2cc(F)ccc2N1)NCc1ccc(F)cc1,-11,-5,-3,7,0.4,1,6,14,0
CC1(c2ccccc2)NC(=O)N(CC(=O)Nc2ccc(S(=O)(=O)NC3=NCCCCC3)cc2)C1=O (centres undefined),-3,-2,1,4,-1.1,4,-13,13,2
CC1CN(C(=O)C2(C)CC2(Cl)Cl)CC(C)O1 (centres undefined),-2,6,-2,-2,-0.2,6,-5,-7,0
O=C(CC1SC(N2CCCCC2)=NC1=O)Nc1cccc(C(=O)NCc2ccc(F)cc2)c1 (centres undefined),-14,12,-3,15,-3.6,16,-4,-5,-1
CCn1cc(C(=O)OCC(=O)Nc2cccc(Cl)c2Cl)c(=O)c2ccc(C)nc21,9,4,0,-5,1.1,-8,-1,-9,17
O=S1(=O)NC(=NCc2ccccc2)c2ccccc21,1,-7,4,2,-2.9,-1,2,0,1
O=C1[C@@H](Oc2ccccc2)[C@@H](c2cccnc2)N1c1ccccc1,4,-1,3,-4,-6.2,-8,-7,-4,6
O=C(c1ccco1)N1CCn2cccc2C1c1ccccc1 (centres undefined),-6,-4,-3,4,-9.0,13,-22,7,0
Cc1ccnc2c1ccc1ccccc12,5,14,-2,12,-2.7,5,-1,-2,-1
O=C(O)Cn1ccc2cc(S(=O)(=O)N3CCCCC3)ccc21,-12,-4,0,18,0.1,-1,4,1,1
COc1ccc(/C=N/NC(=O)c2ccoc2C)cc1COc1c(C)cccc1C,22,13,-10,-11,-1.0,-12,22,-34,11
N#C/C(=C/c1cn(CC(=O)O)c2ccccc12)C(=O)NCc1ccccc1,-6,6,0,9,1.7,7,7,-3,1
Cc1cc(C)c2c3c(sc2n1)C(=O)N(c1ccccc1)CC(=O)N3,6,3,-1,0,-3.3,17,32*,-1,3
Cc1ccc(NC(=O)c2cccc3ccccc23)cc1,-2,-1,-4,0,-1.7,-3,6,-5,-1
N#C/C(=C\c1ccc[nH]1)C(=O)N1CCCCC1,-15,0,-1,7,-1.1,3,0,7,0
CCCCc1ccc(-c2c(C#N)c(N)nc3c2CCCC3)s1,-6,-3,-1,2,0.3,6,5,2,0
COC(=O)c1ccc(NC(=O)CCc2nnc3ccc(NCc4ccco4)nn23)cc1,8,0,-4,10,-0.8,-7,-16,0,0
N#C/C(=N\O)c1nc2ccccc2s1,1,6,0,9,-0.5,0,3,1,0
CC(C)CCC[C@](C)(O)c1ccc(C(=O)O)cc1O,·,-3,1,·,·,1,-1,5,1
CC(=O)c1ccc(NC(=O)CSCC(=O)Nc2ccc3ccccc3c2)cc1,0,-3,0,2,1.2,0,-1,-7,8
COc1ccc(-c2ccc(NS(=O)(=O)c3cc([N+](=O)[O-])ccc3C)cc2)nn1,-8,1,1,8,-0.4,-4,-4,2,2
Cc1ccc2[nH]c3c(c2c1)CCN(C)C3,-11,2,-18,8,-1.2,-12,2,-1,1
CC(=O)c1ccc(OC(=O)Cc2cccc3ccccc23)cc1,-14,4,-3,14,-0.4,-1,1,2,-1
O=C(Nc1ccccc1)N1CCN(S(=O)(=O)c2ccccc2)CC1,7,-13,-3,4,-1.1,-2,-7,1,2
NNC(=O)c1nc2ccccc2s1,-3,4,-2,-1,-3.2,0,1,-2,1
CC(C)CC(=O)Nc1ccc(C(=O)NNC(=S)NC(=O)C2CCCCC2)cc1,-3,-6,-1,2,-0.4,8,-3,2,0
CN(C)C(CNC(=S)Nc1cccc(Cl)c1)c1cccnc1 (centres undefined),-9,-8,-2,7,0.1,-3,2,1,2
O=C1NCCCC1C(=O)NCCNC(=O)C(F)(F)F (centres undefined),8,9,1,-4,-0.2,4,4,0,0
Clc1ccc2nc(CSCc3ccccc3)cn2c1,-1,-8,-4,9,-0.3,-2,3,5,0
CCCC(=O)n1nc(-c2ccco2)nc1SCc1ccccc1,-4,-1,0,2,1.7,2,3,1,2
Cc1cc(C)cc(OCC(=O)OCC(=O)NCc2ccco2)c1,-24,-2,-2,10,-2.0,15,-4,5,0
O=C(c1ccc2c3c(cccc13)CC2)C1CCCN(C(=O)c2ccc[n+]([O-])c2)C1 (centres undefined),2,1,1,3,-0.2,7,-5,-3,1
NC(=O)[C@@H]1CC2(CC(c3cccc(NC(=O)COc4ccc(Cl)cc4)c3)=NO2)CN1C(=O)c1ccccc1 (some centres undefined),2,14,1,4,-1.3,10,-3,3,2
COc1c(Cl)cc(C(=O)NCc2ccco2)cc1Cl,-12,10,-10,3,-0.4,2,-4,4,0
Cc1ccc(-c2cnn(-c3cccc([N+](=O)[O-])c3)c2N)cc1,-7,16,-7,-5,-4.4,-6,-4,-18,1
CC(C)Oc1ccc(/C=N/NC(=O)C2CCCN2S(=O)(=O)c2ccc(Cl)cc2)cc1 (centres undefined),-41,4,0,1,1.5,0,-13,-8,1
COCCN(CCOC)Cc1c(O)ccc2c1O/C(=C\c1ccc(C)o1)C2=O,-17,11,1,8,4.3,1,4,-3,2
Fc1ccc(-n2nnnc2-c2cnc(-c3cccs3)nc2C(F)(F)F)cc1,57*,47*,2,-16,-0.3,-20,48*,-23,14
Cc1cc(C)c(C(=O)Nc2ccc(Br)c(C(F)(F)F)c2)c(C)c1,65*,14,-4,-27,0.4,-18,1,-13,5
O=C(Nc1ccccc1OC(F)F)c1ccc(F)cc1,-39,-16,-1,18,-1.7,12,-5,24*,0
CN(C)CCNc1ncnc2c1ncn2[C@H]1CN(Cc2ccc(F)cc2)C[C@@H](CO)O1,1,-2,0,0,·,9,-11,-5,1
NC(=O)CC1C(=O)N(c2ccc(Cl)cc2)C(=S)N1NC(=O)c1cccc(F)c1 (centres undefined),-2,9,-3,6,1.9,2,-1,-6,1
COc1ccccc1NC1CCCCC1NS(=O)(=O)c1ccccc1 (centres undefined),1,16,-4,2,-2.7,-4,3,-7,9
# Carrying on:
SMILES,M1 antag,M5 antag,M5 ag,CHRM1 PAM,CRFR2-BP ag,CHRM4 PAM,CHRM4 antagonist,CHRM5 PAM,M4 ag
c1cc2c(cc1C1CCCN1)OCCCO2 (centres undefined),28*,-1,-12,-11,-0.9,-5,-3,-14,1
COC(=O)C1=C(SC)N(c2ccccc2)C(c2ccccc2)CC1=O (centres undefined),2,5,-5,0,-2.5,1,12,-1,0
COC(=O)[C@]12CCCCC=C1N(CCc1ccc(OC)c(OC)c1)C(=O)[C@H](CC(=O)NCCC(C)C)C2,·,3,3,·,·,5,-20,-8,13
CCOC(=O)C1=C(c2ccccc2)NC(=S)NC1c1cc([N+](=O)[O-])ccc1OC (centres undefined),-3,5,-4,-5,0.3,-4,4,0,0
Fc1ccccc1Cc1noc(CN2CCN(C/C=C/c3ccccc3)CC2)n1,12,14,-18,-20,-2.6,-34,14,-32,2
CC(C)NCCOCCOc1ccccc1F,-4,0,-4,2,0.4,0,-5,2,1
COc1c2c(nc3occc13)C(CCC(C)(C)O)(OC)C(O)CC2 (centres undefined),-4,1,8,3,1.0,21,-12,-2,1

# Structures listed so far that have a nitro group on carbon, in the order listed:
SMILES,M1 antag,M5 antag,M5 ag,CHRM1 PAM,CRFR2-BP ag,CHRM4 PAM,CHRM4 antagonist,CHRM5 PAM,M4 ag
CC(Sc1ccsc1[N+](=O)[O-])C(=O)NCCc1ccc(Cl)cc1 (centres undefined),-1,4,0,0,-2.5,1,-10,-6,4
CCN(CC)CCCN(CC(=O)N(C)Cc1ccccc1)C(=O)c1ccc([N+](=O)[O-])cc1,-3,9,-4,1,0.7,-1,-6,-5,1
O=[N+]([O-])c1cccc(Cl)c1CSc1ccccn1,-12,0,-5,5,-0.8,-6,1,-5,1
COc1ccc(-c2ccc(NS(=O)(=O)c3cc([N+](=O)[O-])ccc3C)cc2)nn1,-8,1,1,8,-0.4,-4,-4,2,2
Cc1ccc(-c2cnn(-c3cccc([N+](=O)[O-])c3)c2N)cc1,-7,16,-7,-5,-4.4,-6,-4,-18,1
CCOC(=O)C1=C(c2ccccc2)NC(=S)NC1c1cc([N+](=O)[O-])ccc1OC (centres undefined),-3,5,-4,-5,0.3,-4,4,0,0
